From PubChem
AddAB inh: growth inhibition of E. coli expressing H. pylori AddAB, primary screen, AddAB inhibitor project, absorbance; inhibition, % at 11.9 µM; actives 0.29% (n = 330,000); AID 435030, 2010; in the data active = inhibition above about 12%;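 also: 0% = vehicle wells of infected cells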
OPRM1-OPRD1 ag: agonists of OPRM1-OPRD1 heterodimerization, primary screen, cell-based, luminescence. activation, % at 9.3 µM. actives 0.3% (n = 340,000). cells; in the data active = activation above about 18%;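 also: 0% = vehicle-treated cells and 100% = reference agonist; values of inactives mirror those of a sister screen read the other way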
Target sequence (P35372 whole entry, looked up): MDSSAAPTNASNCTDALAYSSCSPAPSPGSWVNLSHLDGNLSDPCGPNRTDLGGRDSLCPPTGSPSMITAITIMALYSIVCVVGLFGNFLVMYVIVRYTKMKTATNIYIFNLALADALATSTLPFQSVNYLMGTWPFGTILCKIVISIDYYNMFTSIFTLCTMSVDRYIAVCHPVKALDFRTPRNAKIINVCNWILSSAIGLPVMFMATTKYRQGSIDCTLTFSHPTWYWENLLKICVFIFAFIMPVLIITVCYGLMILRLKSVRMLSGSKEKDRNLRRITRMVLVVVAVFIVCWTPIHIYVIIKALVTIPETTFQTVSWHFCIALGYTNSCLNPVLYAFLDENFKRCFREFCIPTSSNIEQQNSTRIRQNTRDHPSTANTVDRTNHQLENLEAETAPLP
Target sequence (P41143 whole entry, looked up): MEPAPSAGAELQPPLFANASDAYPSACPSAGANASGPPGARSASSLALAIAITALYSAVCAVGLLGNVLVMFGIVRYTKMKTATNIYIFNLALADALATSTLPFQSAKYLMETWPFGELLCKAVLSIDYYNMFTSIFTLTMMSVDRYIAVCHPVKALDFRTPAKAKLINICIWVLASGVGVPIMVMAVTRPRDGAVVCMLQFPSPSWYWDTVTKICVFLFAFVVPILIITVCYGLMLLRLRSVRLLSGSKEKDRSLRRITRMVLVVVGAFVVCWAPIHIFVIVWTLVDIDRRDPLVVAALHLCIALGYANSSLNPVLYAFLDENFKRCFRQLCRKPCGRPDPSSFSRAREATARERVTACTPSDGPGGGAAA
Ecoli viability: E. coli V3065 growth inhibition, primary screen, counter-screen for AddAB inhibitor project, absorbance, OD600 | 18 h | inhibition, % at 11.9 µM | actives 0.27% (n = 330,000);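 active = inhibition above the campaign's mean inhibition across all tested compounds plus 3 SD, cut at about 9.9% in these data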;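 also: uninfected addAB+ strain grown without phage in ampicillin broth; 0% = DMSO wells and 100% = ciprofloxacin 0.95 µg/ml wells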
SUMO Mot1 rescue: yeast Mot1-301 growth rescue at high temperature, primary screen, SUMOylation pathway inhibitor project, S. cerevisiae, ATP luminescence, 38.5C; S. cerevisiae Mot1-301 growth rescue; percent above DMSO median, 100 means doubled; growth rescue, % at 18.8 µM; actives 1% (n = 320,000);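 active = every valid replicate shows activation above 250% relative to neutral control wells; inactive = the rest, any valid replicate at or below 250%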;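 also: OY570 slx delta 5 strain wells were the positive control but not used for scaling; some compounds called inactive have numbers as strong as hits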
Arrestin-AP2 inh: inhibitors of beta-arrestin/AP2 binding, primary screen, biochemical, GPCR trafficking, flow cytometry; inhibition, % at 10 µM; FITC-arrestin peptide / GST-AP2 beads; AP2 beta2 appendage carries R879A mutation; beta-arrestin 1 C-terminal peptide binding to AP2 beta2-adaptin appendage (human); actives 0.31% (n = 340,000); AID 504490, 2011;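 active = inhibition above a set limit, near 3 SD of compounds lacking own fluorescence, cut at about 54% in these data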;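 also: plate controls were DMSO wells for no effect and 5 µM unlabelled arrestin peptide for full effect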
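Test system: GST-tagged AP2 beta2-adaptin appendage (R879A) on 4 µm glutathione beads; also added: fluorescein-tagged arrestin peptide at 50 nM final; timing: 12 min plus 1 h, RT; signal: flow cytometry, FL1 (488/535 nm); read-out: percent drop in bead-associated FITC signal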
PKA-R1A activ: activators of PKA-R1A holoenzyme, primary screen, biochemical, fluorescence polarization, Cy5-IP20, bovine R1A, mouse PKAc; cAMP-dependent protein kinase type I-alpha regulatory subunit (Bos taurus) + …; PKA-R1A dissociation; scaled: DMSO 0%, 113 µM cGMP 100%; activation, % at 11.4 µM; actives 0.083% (n = 340,000); AID 504707, 2011;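 active = percent activation above the mean of all tested compounds plus 3 SD, cut at about 19% in these data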;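 also: higher means more PKAc released from R1A so a rise in polarization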
MOR-DOR inv ag: inverse agonists of MOR-DOR heterodimerization, primary screen, cell-based, luminescence | Mu-type opioid receptor (Homo sapiens) + Delta-type opioid receptor (Homo sapiens), … | cell-based MOR-DOR heterodimer luminescence, inverse agonism | inhibition, % at 9.3 µM | actives 0.21% (n = 340,000); in the data active = inhibition above about 22%, passing the limit was not always enough;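 also: 0% = cells with DMSO and 100% = wells without cells with DMSO; values of inactives mirror those of a sister screen read the other way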
Pemphigus Ab inh: inhibitors of pemphigus antibody binding to DSG3, primary screen, biochemical, bead-based, flow cytometry, scFv-GFP; Desmoglein-3 (Homo sapiens), P32926; binding (percent of control), % at 10 µM; DSG3-coupled beads, scFv-anti-DSG3-GFP binding; hits give low values; actives 0.48% (n = 310,000);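 active = binding more than 3 SD below its plate's average and above zero; inconclusive = below that plate limit but binding exactly zero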;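 also: hits lower antibody fragment binding to DSG3; some compounds called inactive have numbers as strong as hits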
phage Ecoli inh: growth loss of phage-infected E. coli, primary screen, RecBCD inhibitor project, absorbance, with phage, HTS; inhibition, % at 11.9 µM; actives 0.26% (n = 360,000); in the data active = inhibition above about 11%
Tat transport: E. coli Tat export inhibitors, primary screen, MC4100, TorA-mCherry reporter, fluorescence, single point | inhibition, % at 10 µM | actives 0.036% (n = 340,000);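 active = mean replicate inhibition at least 50% and at least half of replicates individually reaching 50%; inconclusive = only one of the two criteria met; inactive = neither criterion met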;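 also: exported cargo escapes ClpAP degradation while cytoplasmic cargo is degraded and loses fluorescence; 0% = median of neutral control wells and 100% = median of NaSCN control wells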
PfHsp90 set2: growth inhibition of PfHsp90-expressing yeast, primary screen, antimalarial PfHsp90 inhibitor project, S. cerevisiae, BacTiter-Glo luminescence, single point, set 2. AID 504621, 2011. inhibition, % at 9.4 µM. BacTiter-Glo ATP, 48 h; yeast lacking PDR1 and PDR3 efflux regulators. actives 0.32% (n = 310,000);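 active = every replicate shows inhibition above about 80%, whatever the replicate mean, limit read from the data; inconclusive = mean inhibition reaches the set limit but some replicate falls short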;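 also: 0% = DMSO neutral controls and 100% = 20 µM radicicol positive controls; yeast relying on Plasmodium falciparum Hsp90 in place of its own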
* hit, by the source's call; ? = inconclusive; nt = no result given.

SMILES | AddAB inh | OPRM1-OPRD1 ag | Ecoli viability | SUMO Mot1 rescue | Arrestin-AP2 inh | PKA-R1A activ | MOR-DOR inv ag | Pemphigus Ab inh | phage Ecoli inh | Tat transport | PfHsp90 set2
Cc1ccc(C(=O)NC(=S)N2CCN(C)CC2)cc1 | 0.3 | -1.9 | -1.1 | -14 | 9 | 6 | 10 | 101 | -1.2 | 3 | 10
CCc1ccccc1NC(=O)CNC(=O)CNC(=O)Cc1ccccc1 | nt | -1.6 | nt | nt | -17 | -13 | 11 | 99 | 1.8 | -7 | 17
CSc1ncc(Cl)c(C(=O)Nc2ccc(C)c(C)c2)n1 | 0.6 | -2.0 | 0.2 | -8 | -6 | -8 | 9 | 100 | -0.8 | 2 | -26
O=C(Oc1ccc(/C=N/n2cnnc2)cc1)c1cccc([N+](=O)[O-])c1 | 0.0 | -1.5 | 0.2 | 10 | 41 | -3 | 8 | 107 | 5.5 | -8 | -30
O=C(NCc1ccccc1)C(=O)NCC1OCCN1S(=O)(=O)c1ccc(Br)cc1 (stereo unspecified) | -0.1 | 0.0 | 0.9 | 5 | 10 | -15 | 0 | 112 | -1.4 | -4 | 6
O=C(O)Cn1c(=O)c(F)cn(C2CCCO2)c1=O (stereo unspecified) | 1.4 | -0.2 | -1.8 | 4 | -7 | 10 | 2 | 117 | 1.1 | -6 | -18
COc1ccc(NC(C)=O)cc1NC(=O)CSc1nnc(-c2ccccn2)n1C | 0.8 | 1.1 | -1.3 | -1 | 0 | 1 | -6 | 96 | 0.0 | 4 | -12
CCC1(O)CC(C(=O)OC)=NN1C(=O)c1ccccc1 (stereo unspecified) | 2.5 | 1.7 | 0.5 | -23 | 6 | -2 | -9 | 101 | 2.5 | -13 | -1
CC(=O)NCCc1nc(-c2ccc(Cl)cc2)no1 | 2.7 | -0.5 | -1.8 | -10 | 0 | 16 | 3 | 102 | 0.7 | 0 | 5
C=CCNC(=O)COCc1cc(-c2ccc3c(c2)OCO3)on1 | -1.4 | -0.7 | 1.3 | 9 | 10 | -7 | 3 | 104 | 1.7 | 8 | -21
Nc1nc2ccccc2n1C(=O)c1cccs1 | -4.5 | -0.6 | -2.7 | -10 | -5 | -7 | 3 | nt | -0.7 | 6 | -6
COc1ccc(CNC(=O)CN=C2NC(=O)C(c3ccccc3)(c3ccccc3)N2)cc1 | 1.5 | -0.3 | 3.0 | -4 | 8 | 0 | 1 | 120 | 3.8 | 3 | 18
CC(=O)OC(C)C(=O)NS(=O)(=O)c1ccc(C)cc1 (stereo unspecified) | -0.2 | -1.3 | -1.1 | 0 | 11 | 0 | 8 | 80 | 2.4 | 2 | -3
COc1cccc(N2CCN(C(=O)NC3CCCCC3)CC2)c1 | 0.0 | -1.3 | 0.9 | -15 | 13 | -8 | 7 | 110 | -0.1 | -1 | 0
COc1cccc(CN2CCSCC2)c1OC | 4.7 | -2.6 | 0.3 | 21 | 4 | -4 | 14 | 107 | 1.9 | -8 | -1
Cc1cc(C)c(C#N)c(SCS(=O)c2ccc(C(C)(C)C)cc2)n1 (stereo unspecified) | 0.2 | -0.9 | -2.4 | -18 | -6 | -1 | 5 | 101 | 1.6 | ? | 11
O=C(O)CC/C(=N\NC(=O)CNC(=O)/C=C/c1ccccc1)c1ccccc1 | -1.9 | -2.8 | 1.1 | -16 | 24 | -14 | 15 | 96 | 2.0 | -2 | -7
COc1ccc(N(CC(=O)N/N=C/c2cccs2)S(=O)(=O)c2ccc(OC)c(OC)c2)cc1 | 0.8 | -2.1 | 0.6 | -5 | 2 | -6 | 12 | 101 | 2.0 | -13 | 1
CCCCN(CC(=O)NCCOC)C(=O)Cn1nnc2ccccc21 | -0.8 | -2.9 | 0.5 | -7 | 12 | -5 | 15 | 95 | 5.7 | -3 | 0
S=c1[nH]nc(Cc2ccccc2)n1-c1ccccc1 | 1.1 | -1.6 | 0.1 | -8 | 0 | 4 | 8 | 89 | 3.4 | 3 | nt
CC(C)Cn1c(=O)c2ccccc2c2ccccc2c1=O | 1.0 | 8.5 | -2.1 | 2 | -3 | -4 | -51 | 99 | -0.9 | 1 | nt
CCCCCOc1ccc(C(=O)NCC(=O)NCC(=O)OCC)cc1 | 0.6 | -0.4 | 0.0 | 21 | -3 | -1 | 2 | 101 | 3.3 | 13 | -8
CC(=O)N1CCN(c2ccc(C(N)=O)cc2[N+](=O)[O-])CC1 | 1.4 | 0.5 | -0.6 | 72 | 2 | -3 | -2 | 89 | 0.1 | 1 | 4
CCc1cc2c(=O)nc3n(c2s1)Cc1ccccc1/C3=C(/O)c1cccc([N+](=O)[O-])c1 | 0.7 | -1.6 | -1.6 | 4 | -3 | -7 | 8 | 96 | nt | -11 | 3
Cn1c(=O)c2c(nc(SCC(=O)NCc3ccc4c(c3)OCO4)n2Cc2ccc(Cl)cc2)n(C)c1=O | 1.2 | 0.1 | -1.3 | -3 | -5 | 4 | -1 | nt | 3.1 | -4 | nt

Another view of 2 compounds above:
The line under a structure holds: AddAB inh, OPRM1-OPRD1 ag, Ecoli viability, SUMO Mot1 rescue, Arrestin-AP2 inh, PKA-R1A activ, MOR-DOR inv ag, Pemphigus Ab inh, phage Ecoli inh, Tat transport, PfHsp90 set2
- CCCCN(CC(=O)NCCOC)C(=O)Cn1nnc2ccccc21
  -0.8, -2.9, 0.5, -7, 12, -5, 15, 95, 5.7, -3, 0
- S=c1[nH]nc(Cc2ccccc2)n1-c1ccccc1
  1.1, -1.6, 0.1, -8, 0, 4, 8, 89, 3.4, 3, nt

Following part.
SMILES | AddAB inh | OPRM1-OPRD1 ag | Ecoli viability | SUMO Mot1 rescue | Arrestin-AP2 inh | PKA-R1A activ | MOR-DOR inv ag | Pemphigus Ab inh | phage Ecoli inh | Tat transport | PfHsp90 set2
CC1(C)OC(=O)C(=CNc2ccccc2)C(=O)O1 | -0.9 | -1.7 | 0.1 | -2 | -3 | 3 | 10 | 99 | 3.2 | -6 | 9
O=C(COC(=O)c1ccc(S(=O)(=O)N2CCCC2)cc1)Nc1ccccc1 | -0.4 | -3.2 | -0.2 | 2 | -2 | 1 | 13 | 101 | 4.2 | -3 | -12
CCOc1cc(Br)c(COc2ccc(C)nc2[N+](=O)[O-])cc1OCC | 1.0 | -0.6 | -2.8 | 1 | -1 | 0 | 3 | 106 | -2.6 | 1 | -16
COc1ccc(N2C(=O)C3C4C=CC(C4)C3C2=O)c(OC)c1 (stereo unspecified) | 0.6 | -0.7 | -1.9 | -4 | 1 | 3 | 3 | 109 | 0.6 | 2 | -1
CCn1c(N)c(C(=O)NC)sc1=S | 0.2 | -0.1 | 0.4 | -8 | 1 | 8 | 0 | 100 | 1.9 | -5 | 2
Cc1cc(C(=O)COC(=O)c2ccco2)c(C)n1Cc1ccco1 | 3.9 | -4.1 | 2.1 | -12 | 10 | -9 | 19 | 100 | 4.4 | 1 | 8
CC(=O)Nc1ccc(S(=O)(=O)NCC(=O)NNC(=O)c2csc(N3CCOCC3)n2)cc1 | 1.4 | -0.1 | 0.9 | -17 | -7 | -2 | 0 | 93 | 3.7 | -7 | 12
COc1cc(NC(=O)CSc2ccccc2)c(C(=O)O)cc1OC | 3.5 | -1.0 | 0.9 | -11 | 1 | -5 | 6 | 106 | 0.9 | 5 | 13
O=C(Nc1ccon1)c1nc[nH]c1C(=O)N1CCc2ccccc2C1 | -0.7 | 4.1 | 1.7 | 12 | -2 | -2 | -22 | 105 | 2.0 | -3 | -1
CCCOc1ccc(CN(CCC#N)C(=S)NC(=O)c2ccccc2)cc1 | -0.3 | -2.7 | -2.0 | 5 | 2 | -1 | 14 | 106 | -1.6 | 2 | -85
CC(=O)NC(CC(=O)N1CCCC1)c1ccccc1 (stereo unspecified) | -0.4 | -3.1 | 0.9 | -15 | 2 | -17 | 16 | 102 | -0.6 | -9 | 14
Cc1ccc(C)c(NC(=O)CN(C)C(=O)c2ccncc2)c1 | -3.2 | -3.3 | 0.7 | -4 | -3 | -5 | 11 | 114 | 1.5 | -5 | -19
NC1=NOC(=O)C1C1CCCCC1 (stereo unspecified) | nt | 5.2 | nt | nt | -3 | 0 | -27 | 92 | 2.0 | -25 | nt
COc1cc2c(cc1OC)C1=NC(=O)CN1C(SCc1ccc(C)cc1)=N2 | 3.2 | -1.4 | -0.1 | 0 | 2 | 0 | 7 | 105 | -0.2 | 2 | nt
O=C1COc2ccc(C(=O)NCc3ccc4c(c3)OCO4)cc2N1 | 1.6 | -0.6 | 0.5 | 3 | -6 | -3 | 3 | 96 | 2.0 | -5 | -11
NS(=O)(=O)c1cc(C(=O)NCCOc2ccccc2)c(Cl)cc1Cl | 1.0 | -0.3 | -1.3 | 7 | 7 | 4 | 2 | 104 | 1.7 | 4 | -3
CC(C)CCn1nnnc1C(c1ccccc1F)N1CCC(C(N)=O)CC1 (stereo unspecified) | 0.5 | -2.3 | 0.5 | 225 | -3 | 8 | 13 | 101 | 1.7 | -5 | 30
NC(=O)c1cc(S(=O)(=O)NCCc2ccc(Cl)cc2)cs1 | 2.7 | -2.7 | -1.0 | 3 | -11 | -12 | 14 | 104 | 3.2 | 2 | -14
O=C(CCN1CCOCC1)NNC(=O)Nc1cccc(C(F)(F)F)c1 | -1.4 | -3.6 | 0.3 | 1 | -8 | 9 | 19 | 104 | 0.6 | -4 | -21
O=c1oc2ccccc2n1Cc1cccc(F)c1 | -0.6 | -0.7 | -1.1 | -13 | 14 | -8 | 4 | 98 | 3.1 | -1 | -17
CN(C)C(/C=C/Nc1ccc(Br)cc1)=C(C#N)C#N | 0.3 | -4.4 | -0.1 | -7 | -9 | -4 | 23 | 102 | 4.6 | -2 | 6
O=C1CCCN1c1ccc(S(=O)(=O)Oc2cccc(Cl)c2)cc1[N+](=O)[O-] | 2.8 | 4.8 | 1.2 | 1 | -1 | -5 | -27 | 113 | 1.8 | 4 | -1
CCN1CC(CN(C)Cc2nc(-c3cccs3)no2)CC1=O (stereo unspecified) | 1.4 | -2.8 | -2.0 | 3 | 1 | 2 | 15 | 105 | 2.6 | 2 | -107
COCCN(CC(=O)Nc1cccc(C)c1C)C(=O)Cc1sc(C)nc1-c1ccc(F)cc1 | 0.6 | -3.3 | -1.2 | nt | 31 | 3 | 13 | nt | -0.6 | 2 | 6

Rows are unselected; about 2.8% have a hit in one of these screens.
